SENP8 block: blocks human SENP8 cleavage of Nedd8 substrate | Q96LD8 | recombinant SENP8, Nedd8 substrate fluorescence | inhibition, % at 20 µM | hit rate 0.64% among 360,000 | AID 602440; in the data active = inhibition mostly above about 40%, no sharp cut-off; inactive = mostly below about 27%
Target sequence (Q96LD8 whole entry, looked up): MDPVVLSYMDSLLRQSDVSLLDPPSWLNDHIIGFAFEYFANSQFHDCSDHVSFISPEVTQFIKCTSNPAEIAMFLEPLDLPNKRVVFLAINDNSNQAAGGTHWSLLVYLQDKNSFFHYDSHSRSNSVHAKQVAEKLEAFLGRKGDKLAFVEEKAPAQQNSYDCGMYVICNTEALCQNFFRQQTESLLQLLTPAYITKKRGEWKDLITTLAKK
PfG6PD inh: PfG6PD (Plasmodium falciparum) enzyme inhibition; PfGluPho enzyme, NADPH resazurin-diaphorase fluorescence; inhibition, % at 20 µM; hit rate 0.78% among 350,000;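 active = inhibition reaching at least a set limit at 20 µM in the primary screen, cut at about 59% in these data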;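 also: 0% = DMSO wells with substrate and 100% = DMSO wells lacking glucose-6-phosphate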
SENP7 inh: SENP7 protease inhibition; recombinant SENP7, Z-RLRGG-aminoluciferin luminescence, 40 min; inhibition, % at 5 µM; hit rate 1.5% among 330,000;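 active = inhibition above about 50% at the single test dose, limit read from the data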;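 also: plate controls were DMSO with enzyme for no effect and no enzyme buffer wells for full effect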
Target sequence (Q9BQF6 706-1050 limits assumed): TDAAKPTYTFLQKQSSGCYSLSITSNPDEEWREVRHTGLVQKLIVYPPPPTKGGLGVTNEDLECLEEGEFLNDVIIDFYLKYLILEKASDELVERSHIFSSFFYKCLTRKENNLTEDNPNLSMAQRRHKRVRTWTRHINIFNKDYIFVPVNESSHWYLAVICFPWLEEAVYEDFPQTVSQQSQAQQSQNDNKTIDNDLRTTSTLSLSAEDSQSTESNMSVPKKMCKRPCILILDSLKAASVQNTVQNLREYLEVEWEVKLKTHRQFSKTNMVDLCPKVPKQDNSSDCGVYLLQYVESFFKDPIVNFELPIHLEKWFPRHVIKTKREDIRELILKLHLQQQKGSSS
MPTP inh: blocks calcium-induced mitochondrial swelling; hit rate 1.4% among 360,000; isolated mouse mitochondria, Ca2+ swelling absorbance, 30 min; inhibition, % at 10 µM; AID 602449;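 active = inhibition of 50% or more, scaled per plate between neutral and stimulator controls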;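 also: 0% = DMSO wells given calcium and 100% = 1 mM EGTA wells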
HKDC1 inhibitor: blocks human hexokinase HKDC1 activity | recombinant HKDC1, G6PDH/diaphorase resazurin coupled fluorescence | inhibition, % at 20 µM | hit rate 0.16% among 340,000;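 active = inhibition above about 35% when tested at 20 µM, limit read from the data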;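 also: plate controls were DMSO wells with enzyme for no effect and DMSO wells lacking enzyme for full effect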
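Assay system: recombinant HKDC1 hexokinase; detection: coupled resazurin fluorescence, excitation 525 nm, emission 613 nm; benchmarks: DMSO-plus-enzyme-mix negative control, buffer-substituted positive control; compound dosing: single 20 µM dose; schedule: 90 min at room temperature in dark; also added: glucose plus 1 mM ATP as hexokinase substrates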
NR3A LBD binder: modulates the human NR3A ligand-binding domain; NR3A LBD differential scanning fluorimetry, Tm shift; 0% = protein alone, 100% = glycine-bound protein; Tm shift relative to glycine control, % at 25 µM; hit rate 2.5% among 340,000;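 active = melting temperature shift of at least 10% of the positive control shift, at one fixed dose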
SENP6 inh: SENP6 protease inhibition | Q9GZR1 | Recombinant SENP6 catalytic domain, aminoluciferin luminescence | inhibition, % at 10 µM | hit rate 1.8% among 330,000 | AID 2599;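 active = inhibition above about 50% at the single tested dose, limit read from the data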;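 also: plate controls were DMSO wells with enzyme for no effect and DMSO wells lacking enzyme for full effect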
ATG4B inhibitor: ATG4B (human) cysteine protease inhibition. Q9Y4P1. ATG4B cleavage of LC3-PLA2, NBD-HPC fluorescence, 1 h. inhibition, % at 8.33 µM. hit rate 0.51% among 340,000. AID 504462; in the data active = inhibition above about 40%
Target sequence (Q9Y4P1 whole entry, looked up): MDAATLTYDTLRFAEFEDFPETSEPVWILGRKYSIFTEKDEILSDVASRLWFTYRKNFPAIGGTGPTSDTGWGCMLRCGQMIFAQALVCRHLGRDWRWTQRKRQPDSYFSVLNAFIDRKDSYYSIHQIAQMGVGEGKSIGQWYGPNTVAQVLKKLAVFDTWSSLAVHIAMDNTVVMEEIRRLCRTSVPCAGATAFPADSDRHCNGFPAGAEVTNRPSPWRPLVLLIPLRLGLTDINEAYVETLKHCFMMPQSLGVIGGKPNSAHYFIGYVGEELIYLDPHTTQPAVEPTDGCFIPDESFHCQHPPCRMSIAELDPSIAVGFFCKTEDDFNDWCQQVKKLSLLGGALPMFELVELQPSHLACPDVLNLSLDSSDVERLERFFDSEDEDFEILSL
Active calls of the source: *; · = no result given.

Start of the listing, in advance (three entries):
SMILES | SENP8 block | PfG6PD inh | SENP7 inh | MPTP inh | HKDC1 inhibitor | NR3A LBD binder | SENP6 inh | ATG4B inhibitor
CSc1ncnc2ncn(C)c12 | 6 | 1 | · | 1.2 | -2 | 3 | · | -2
Cc1ccc(-n2ccc(=O)c(C(=O)O)n2)cc1 | 17 | -11 | -1 | -0.7 | 6 | -2 | 3 | 10
COc1ccc(C2CC(c3ccc(Br)cc3)Nc3nc(N)nn32)cc1 (configuration not stated) | -58 | 7 | -11 | 0.2 | -10 | -3 | -8 | -4

The list itself, previewed entries included:
SMILES | SENP8 block | PfG6PD inh | SENP7 inh | MPTP inh | HKDC1 inhibitor | NR3A LBD binder | SENP6 inh | ATG4B inhibitor
CSc1ncnc2ncn(C)c12 | 6 | 1 | · | 1.2 | -2 | 3 | · | -2
Cc1ccc(-n2ccc(=O)c(C(=O)O)n2)cc1 | 17 | -11 | -1 | -0.7 | 6 | -2 | 3 | 10
COc1ccc(C2CC(c3ccc(Br)cc3)Nc3nc(N)nn32)cc1 (configuration not stated) | -58 | 7 | -11 | 0.2 | -10 | -3 | -8 | -4
COc1ccc(CN(C(=O)CN2C(=O)NC3(CCC(C)CC3)C2=O)C(C)Cc2cccs2)cc1 (configuration not stated) | -1 | 12 | -10 | 0.4 | 5 | -1 | 5 | -17
COc1ccc(N2CCN(S(=O)(=O)CCNC(=O)c3cc(=O)c4ccccc4o3)CC2)cc1 | 11 | 4 | 5 | -0.1 | -5 | 2 | 1 | 0
CCS(=O)(=O)c1nc(S(=O)(=O)c2ccc(C)cc2)c(N2CC(C)CC(C)C2)s1 (configuration not stated) | 11 | 21 | -4 | 0.3 | 2 | -1 | 9 | 3
COc1ccc(CCCC(=O)O)c(C)c1 | 22 | -2 | -8 | 0.3 | -4 | 2 | -5 | -5
COc1ccc2oc(C(=O)Nc3nc(-c4ccccn4)cs3)c(C)c2c1 | -390 | -8 | -6 | -1.5 | -10 | 9 | 0 | -11
CN1CCN(c2ccc(NC(=O)c3cccs3)cc2)CC1 | 1 | -7 | 39 | -1.8 | -4 | -6 | 54* | 7
O=C(NC1CCCCC1)N1CCSC1=Nc1ccccc1 | 11 | -14 | -6 | 2.5 | 5 | 2 | -2 | -6
CSc1ccccc1OCc1cc(C(=O)NCCCn2nc(C)cc2C)no1 | -17 | 1 | -12 | -0.9 | -2 | 0 | 3 | 6
CCn1c(SCC(=O)N2CCOCC2)nc2c([nH]c3ccccc32)c1=O | -10 | 8 | 2 | 1.1 | -8 | -3 | 6 | -1
COC(=O)c1c(NC(=O)c2ccc(C)c(S(=O)(=O)Nc3ccccc3C)c2)sc2c1CCCC2 | -282 | 4 | -9 | 2.3 | 5 | -2 | -6 | -1
COc1ccc(CNC(=O)CN2C(=O)NC3(CCCc4sccc43)C2=O)cc1 (configuration not stated) | 18 | 5 | 2 | -2.2 | 4 | 0 | 5 | -2
COCCNC(=O)c1nn2c(C(F)(F)F)cc(-c3ccccc3)nc2c1Cl | 1 | 12 | 7 | 0.4 | 4 | 2 | -9 | -3
COc1ccc(S(=O)(=O)NC2CCCC2)c(Cl)c1Cl | 14 | -18 | 2 | -2.1 | -12 | 0 | 6 | -4
COc1ccc(NC(=O)C2CCCN(S(=O)(=O)c3cccc4cccnc34)C2)c(OC)c1 (configuration not stated) | 11 | -3 | -13 | -0.5 | -2 | -2 | -6 | -9
CCOCCCn1c(SCc2nc3ccccc3s2)nc2ccccc2c1=O | -34 | 20 | 7 | 2.4 | 0 | -2 | -2 | 20
CCOC(=O)c1cccc(NC(=O)c2cnccn2)c1 | 24 | 7 | 1 | 1.1 | -4 | -1 | -4 | 6
Cc1cccc(OCC(=O)NN2C(=O)C3C4C=CC(O4)C3C2=O)c1 (configuration not stated) | 8 | -8 | 8 | -1.1 | -1 | 0 | 6 | -1
NC1=CC(=O)C(=O)c2ccccc21 | 11 | 71* | · | 2.6 | 49* | -1 | · | -12
CCOCC(=O)Nc1cc(C(=O)OC)cc(C(=O)OC)c1 | -10 | -1 | 6 | 1.1 | -10 | -3 | 4 | 4
COC(=O)COc1cc2ccccc2cc1C(=O)Nc1ccccc1 | 12 | 19 | 0 | 1.6 | -3 | -1 | 3 | -21
Cn1c(SCC(=O)N2CCc3ccccc32)nnc1-c1ccc(S(=O)(=O)N2CCCC2)cc1 | 26 | -11 | -1 | 0.0 | 1 | -2 | 0 | -3
Cc1ccc(C)c(S(=O)(=O)N2CCCOC2CNC(=O)C(=O)NCc2ccco2)c1 (configuration not stated) | 1 | -10 | -10 | 2.2 | -10 | -2 | 3 | 2
Cc1cc(C)nc(NC(=O)CSc2nnnn2-c2ccccc2)n1 | 15 | -13 | 12 | -0.6 | -8 | 1 | 11 | -3
Cc1ccc(C)c(S(=O)(=O)NCCOC(=O)Nc2sc(=S)n(C)c2C)c1 | 14 | 18 | -7 | 0.2 | 6 | -4 | -15 | -6
O=C(CNC(=O)c1ccc([N+](=O)[O-])cc1)N/N=C\c1ccc(OC(=O)c2ccccc2)cc1 | 21 | -1 | 2 | -3.8 | -1 | -1 | -7 | 2
CCOc1ccc(NC(=O)CCC(=O)NNC(=O)c2ccccc2Cl)cc1 | 2 | -2 | 1 | -2.5 | -5 | -1 | 14 | -4
O=C(NCC1CCN(Cc2ccccc2Cl)CC1)Nc1cccc(Cl)c1 | 18 | 26 | -1 | 1.9 | -6 | -2 | -19 | 31
CC(C)c1ccccc1OCC(=O)Nc1ccccc1C(=O)N1CCOCC1 | 2 | -6 | -4 | 0.1 | -4 | 0 | -9 | -8
CN(C)CCCN(C(=O)CCOc1ccccc1)c1nc2c(F)cccc2s1 | 40 | 13 | · | -0.9 | -3 | 0 | · | 1
O=[N+]([O-])c1cccc(-c2ccc(SCc3ccccn3)nn2)c1 | 16 | 0 | 5 | 7.7 | 6 | 0 | -27 | -6
CCCCCCCC(=O)N/N=C/c1ccc([N+](=O)[O-])o1 | 31 | 35 | -1 | 7.4 | 3 | -1 | 36 | -7
O=[N+]([O-])c1cc(/C=N/N/C(=N/c2ccccn2)c2ccccn2)ccc1O | 47* | 5 | -2 | 78* | -38 | -5 | 15 | -6
O=S(=O)(Nc1nc2ccccc2nc1Cl)c1ccccc1 | -186 | -2 | -3 | -0.5 | 12 | -1 | 0 | -4
O=C(OCc1ccc(Br)cc1)c1cccc(-c2nnc(-c3ccccc3)o2)c1 | 17 | 1 | 24 | 0.7 | -3 | 3 | -4 | -13
Cc1cc(C)n(-c2nc3c(c(=O)[nH]c(=O)n3C)n2Cc2ccccc2)n1 | 11 | -10 | -2 | -4.3 | -7 | 0 | -9 | -3
CC(C)(C)OC(=O)CNC(=O)c1[nH]cnc1C(=O)NCCCCCNC(=O)OC(C)(C)C | 8 | 10 | -7 | 1.2 | -7 | 0 | -10 | -8
CCC(CC)NC(=O)CN1CCN(S(=O)(=O)c2cccs2)CC1 | 10 | 9 | 3 | -2.0 | -3 | 3 | 1 | -9
COC(=O)c1ccc(CN2CCC(Oc3cccc(C(=O)N4CCCC4)c3)CC2)cc1 | 4 | 3 | -5 | 0.0 | -9 | -2 | -13 | -4
CCn1ccnc1CN1CCC(n2nccc2NC(=O)CCc2ccccc2)CC1 | -5 | -5 | 6 | 1.0 | -4 | 2 | -4 | 2
O=C(NNC1=NCCCCC1)c1cccc([N+](=O)[O-])c1 | 13 | 6 | -2 | -0.4 | -2 | -2 | -10 | 0
COc1ccc(Cl)cc1S(=O)(=O)N1CCC(C(=O)NCc2ccco2)CC1 | 0 | -8 | -3 | -0.4 | -5 | -1 | -16 | 1
CCOC(=O)Nc1cccc(Nc2ccccc2)c1 | 1 | 2 | -4 | 3.1 | -2 | 27* | -13 | 1
CCC(C)N(C(=O)COC(=O)CCc1c[nH]c2ccccc12)C1CCS(=O)(=O)C1 (configuration not stated) | 16 | 3 | 4 | 1.7 | -5 | -1 | -16 | 6
CCOc1ccc2nc(NC(=O)C(CCSC)NS(=O)(=O)c3cccs3)sc2c1 (configuration not stated) | 20 | -3 | 13 | 1.2 | -6 | 3 | -15 | -11
COC(=O)c1ccc(CN2CCCCC2)cc1 | 15 | -5 | -5 | 1.0 | -7 | 1 | -3 | 0
CCCCn1cnc2c(SCc3ccccc3F)nc(N)nc21 | 1 | 7 | · | -0.2 | 1 | -2 | · | 18
Cc1cccc(NS(=O)(=O)c2ccc(C(=O)NCCCN3CCOCC3)cc2)c1C | 3 | -7 | -1 | -0.3 | 1 | 1 | -9 | -3
O=C(O)CCC(=O)NCc1ccc2[nH]c3c(c2c1)CCCC3 | -76 | 30 | 1 | -2.2 | 12 | 2 | -14 | -6
COc1ccc(N2CCN(C(=O)Cn3nnc(-c4ccc(N(C)C)cc4)n3)CC2)cc1 | -12 | 16 | -1 | 0.6 | -7 | 1 | -5 | 5
Cc1cc(C)c(-c2cc(C)nc3ncnn23)c(C)c1 | 23 | 17 | 0 | 1.8 | -3 | -1 | -14 | 2
COC(=O)CNC(=O)CSc1nnc2cc(C)c3ccccc3n12 | -44 | 2 | -6 | 0.1 | -5 | -1 | -13 | -11
Cc1cc(C)c(S(=O)(=O)c2ccccc2C)c(OCCO)n1 | 16 | 9 | -4 | 2.9 | -4 | -1 | -8 | 9
COc1cccc(/C=N/n2c(=O)[nH]c3ccccc32)c1OC | 18 | -2 | -1 | -1.4 | 0 | -5 | 5 | -6
Cc1cc(Cl)ccc1OCCCC(N)=O | 8 | -4 | 3 | 0.6 | 3 | 2 | -3 | -1
COc1ccc(OC(C)C(=O)N(C)Cc2nc(-c3cccc(C)c3)no2)cc1 (configuration not stated) | -2 | 6 | 12 | 1.4 | -5 | 0 | -14 | -3
CC(SCc1ccccc1)C(=O)N/N=C/c1ccc(OCC(=O)NCc2ccco2)cc1 (configuration not stated) | 1 | 3 | -4 | 2.3 | 1 | -1 | -4 | -16
Cn1c(=O)c2cn(-c3cccc4ccccc34)cc2n(C)c1=O | -127 | 22 | 16 | -0.9 | 12 | -4 | 48 | 7
Nc1csnc1C(=O)O | 11 | 4 | -2 | -0.4 | -4 | 0 | -5 | -7

Reformatted with two lines to a compound: part of the list above.
Values in the order – SENP8 block | PfG6PD inh | SENP7 inh | MPTP inh | HKDC1 inhibitor | NR3A LBD binder | SENP6 inh | ATG4B inhibitor
CCOCCCn1c(SCc2nc3ccccc3s2)nc2ccccc2c1=O
  -34 | 20 | 7 | 2.4 | 0 | -2 | -2 | 20
CCOC(=O)c1cccc(NC(=O)c2cnccn2)c1
  24 | 7 | 1 | 1.1 | -4 | -1 | -4 | 6
Cc1cccc(OCC(=O)NN2C(=O)C3C4C=CC(O4)C3C2=O)c1 (configuration not stated)
  8 | -8 | 8 | -1.1 | -1 | 0 | 6 | -1
NC1=CC(=O)C(=O)c2ccccc21
  11 | 71* | · | 2.6 | 49* | -1 | · | -12
CCOCC(=O)Nc1cc(C(=O)OC)cc(C(=O)OC)c1
  -10 | -1 | 6 | 1.1 | -10 | -3 | 4 | 4

With a hit mark in SENP6 inh, among the entries above:
molecule	PfG6PD inh	SENP7 inh	MPTP inh	HKDC1 inhibitor	NR3A LBD binder	SENP6 inh	ATG4B inhibitor
CN1CCN(c2ccc(NC(=O)c3cccs3)cc2)CC1	-7	39	-1.8	-4	-6	54*	7

Bioassay records: PubChem, Sanford-Burnham Center for Chemical Genomics
